Bioassay records from PubChem BioAssay.
AGP1-GFP MLPCN = yeast TOR pathway AGP1-GFP modulation; S. cerevisiae AGP1-GFP multiplex flow cytometry, 3 h; GFP as percent of DMSO wells; AID 2066; 320,000 compounds, 0.02% hits; GFP response vs DMSO, % at 10 µM;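 active = GFP response relative to DMSO above a set limit, near screen average plus 3 SD, cut at about 150% in these data; inconclusive = fewer than 70 cells counted for the yeast strain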;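 also: median GFP channel fluorescence of the gated AGP1 strain per well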
MEP2-GFP yeast = yeast TOR pathway MEP2-GFP modulation. S. cerevisiae MEP2-GFP strain, flow cytometry GFP, 3 h; 100% = DMSO control level. GFP response vs DMSO, % at 10 µM. 330,000 compounds, 0.51% hits;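 active = GFP response versus DMSO above a set limit, roughly screen mean plus 3 SD, cut at about 180% in these data; inconclusive = fewer than 70 cells counted for a yeast strain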;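 also: median GFP fluorescence of the barcode-gated MEP2-GFP cells per well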
RPL19A TOR yeast = modulators of TOR pathway RPL19A-GFP in S. cerevisiae; S. cerevisiae RPL19A-GFP strain, flow cytometry, 3 h; active compounds read low; percent response vs DMSO, % at 10 µM; 330,000 compounds, 0.3% hits; AID 2025;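 active = percent response vs DMSO below 50%; inconclusive = fewer than 70 events counted for the yeast strain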;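 also: median channel GFP fluorescence of the barcoded RPL19A-GFP strain; ratio of sample median GFP to plate DMSO average so 100% = DMSO; lower means less RPL19A-GFP as with rapamycin TOR inhibition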
CIT2-GFP yeast = modulators of TOR pathway CIT2-GFP in S. cerevisiae; S. cerevisiae CIT2-GFP strain, flow cytometry, 3 h; 100 means same as DMSO wells; AID 2029; 320,000 compounds, 0.065% hits; GFP response vs DMSO, % at 10 µM;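 active = GFP response relative to DMSO above a set limit, near the screen mean plus 3 SD, cut at about 150% in these data; inconclusive = Fewer than 70 cells measured for a yeast strain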;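 also: ratio of well median GFP fluorescence to mean of DMSO wells on the plate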
VLA-4 inh = inhibition in a human VLA-4 binding assay; P13612; AID 2557; VLA-4 expressing cells, ligand binding flow cytometry; inhibition, % (about 7 µM as worked out from the volumes in the protocol); 330,000 compounds, 0.2% hits; in the data active = inhibition above about 50%
LAP4 TOR yeast = yeast TOR pathway LAP4-GFP modulation; S. cerevisiae LAP4-GFP multiplex, flow cytometry GFP, 3 h; median GFP as percent of DMSO wells; GFP response vs DMSO, % at 10 µM; 320,000 compounds, 0.34% hits; AID 2023;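 active = GFP response vs DMSO above a set limit, about the screen mean plus 3 SD, cut at about 150% in these data; inconclusive = under 70 cell events counted for the yeast strain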
GRK2 inh = inhibitors of human GRK2 displacing RNA aptamer; bead flow cytometry, FAM-aptamer displacement from GRK2; AID 488847; P25098; inhibition of aptamer binding, % at 10 µM; 330,000 compounds, 0.59% hits;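 active = inhibition of aptamer binding above 40%, roughly 3 SD of noise, on plates passing a quality check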;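 also: median bead fluorescence of bound FAM aptamer so fluorescent compounds give negative values; no value below 0 was filed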
Target sequence (P25098 whole entry, looked up): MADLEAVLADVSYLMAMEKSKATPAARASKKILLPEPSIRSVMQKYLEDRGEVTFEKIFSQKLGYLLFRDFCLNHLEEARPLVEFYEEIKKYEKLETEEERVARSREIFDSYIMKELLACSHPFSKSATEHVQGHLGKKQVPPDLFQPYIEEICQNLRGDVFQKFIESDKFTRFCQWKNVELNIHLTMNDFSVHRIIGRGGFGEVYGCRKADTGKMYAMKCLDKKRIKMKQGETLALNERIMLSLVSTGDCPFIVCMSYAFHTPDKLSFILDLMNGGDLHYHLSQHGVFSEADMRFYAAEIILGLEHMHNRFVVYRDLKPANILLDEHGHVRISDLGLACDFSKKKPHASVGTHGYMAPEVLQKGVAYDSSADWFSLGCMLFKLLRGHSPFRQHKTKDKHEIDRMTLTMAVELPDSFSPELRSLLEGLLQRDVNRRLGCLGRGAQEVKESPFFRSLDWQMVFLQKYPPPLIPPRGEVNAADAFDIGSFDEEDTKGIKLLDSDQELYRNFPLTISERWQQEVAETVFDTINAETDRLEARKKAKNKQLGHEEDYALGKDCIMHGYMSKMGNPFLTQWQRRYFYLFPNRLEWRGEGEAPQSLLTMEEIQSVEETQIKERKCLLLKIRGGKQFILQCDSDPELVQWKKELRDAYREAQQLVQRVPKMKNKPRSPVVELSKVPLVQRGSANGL
JMJD2C inh = blocks human GASC-1 demethylase activity; Q9H3R0; GST-JMJD2C(1-420) H3K9me3 demethylation, DELFIA europium; inhibition, % at 2.35 µM; 330,000 compounds, 0.069% hits;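 active = more than half of a compound's replicate wells show inhibition beyond 50%, single wells judged on their own value; inconclusive = some, but no more than half, of replicates pass 50% inhibition; inactive = no replicate passes 50% inhibition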;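 also: signal counts dimethyl H3K9 product captured on neutravidin plate; 0% = median of DMSO wells and 100% = 0.3 times that DMSO median; strong numbers were not always called active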
* hit, by the source's call; ? = inconclusive.

SMILES	AGP1-GFP MLPCN	MEP2-GFP yeast	RPL19A TOR yeast	CIT2-GFP yeast	VLA-4 inh	LAP4 TOR yeast	GRK2 inh	JMJD2C inh
Cc1ccc(C(=O)COc2ncnc3cc(Cl)ccc23)cc1	98	89	95	102	5	102	15	1
COc1ccc(NC(=O)CCn2nnc(-c3ccc(C)cc3)n2)cc1OC	91	92	93	90	21	95	3	-4
CCCOc1ccc(C(CC(=O)O)NC(=O)CC(c2ccccc2)c2ccccc2)cc1 (stereo not drawn)	99	99	96	104	1	100	2	7
O=C(c1ccccc1F)N1CCN(c2ccccn2)CC1	108	104	109	106	1	99	1	0
CCC1(C(=O)O)NC(c2cc(OC)ccc2O)C2C(=O)N(Cc3ccccc3)C(=O)C21 (stereo not drawn)	100	101	98	94	33	94	0	8
Cc1ccc(F)c([C@H]2[C@@H]3C=CCC[C@@]3(C)C(=O)N2Cc2ccccc2)c1	104	102	105	102	2	93	3	1
COCCN(Cc1ccccc1)C(=O)c1ccc(C(=O)c2ccccc2)cc1	93	95	92	79	-4	91	0	14
CC(C)(C)n1ncc2c(=O)n(Cc3c(Cl)cccc3Br)cnc21	95	104	96	97	-7	97	1	3
CCCN(CC(=O)c1cc(C)n(C)c1C)S(=O)(=O)c1cccc(C(F)(F)F)c1	91	93	91	83	1	102	0	-1
COc1ccc(CNC(=O)c2ccc(CNc3c(NC4CCCCC4)c(=O)c3=O)cc2)cc1	102	104	101	101	11	101	0	8
OCC[C@H]1C[C@@H](O)[C@H](O)[C@]2(OCc3ccccc32)O1	83	92	94	83	18	111	1	4
Cc1noc(C)c1C(=O)N1CCN(c2cccc(Cl)c2)CC1	100	102	93	100	-4	118	0	0
CC(=O)NCCc1csc(-c2ccccc2)n1	103	105	101	102	24	108	2	-12
O=c1cc(O)n(-c2ccccc2F)c(=S)[nH]1	105	106	105	97	10	98	1	2
Cn1cccc1C(=O)NCC1CCCCC1	97	106	104	84	-8	92	3	22
CCN(CCNCC(O)COCc1ccc(Cl)cc1)c1cccc(C)c1 (stereo not drawn)	105	110	90	98	10	103	0	-17
COc1cc2c(cc1OC)CN(C(=S)Nc1ccccc1Cl)CC2	97	92	96	97	2	99	1	1
CCOC(=O)C1(CCCc2ccccc2)CCN(Cc2cnn(C)c2)CC1	95	90	99	91	1	109	0	24
CCOC(=O)NC1(C(F)(F)F)C(=O)N(Cc2ccccn2)C2=C1C(=O)CC(C)(C)C2 (stereo not drawn)	103	103	101	104	-2	96	0	-9
Cc1ccccc1CS(=O)(=O)c1ccc(C(=O)N2CCC(C)CC2)cc1[N+](=O)[O-]	100	100	96	94	6	98	0	-11
COc1cc(C(=O)OCC(=O)NCc2ccc(F)cc2)ccc1OCC(C)C	92	91	98	93	-5	83	0	-9
CCOC(=O)C(CC)Sc1ccc2nnc(CCNS(=O)(=O)c3ccccc3)n2n1 (stereo not drawn)	94	95	92	95	1	101	0	3
CN1CCN(CCc2nc3cc(NC(=O)COc4ccc(Cl)cc4)ccc3n2C)CC1	119	111	111	126	1	105	0	3
COc1ccc(C2c3ccsc3CCN2C(=O)NC(C)(C)C)cc1 (stereo not drawn)	104	97	93	91	3	107	0	3
Cc1nc(C(=O)Nc2ccccc2)sc1C(=O)Nc1ccccc1	101	103	96	111	9	107	0	-1
CCCC(C)C(=O)Nc1ccc2c(c1)OCCO2 (stereo not drawn)	102	103	98	91	24	93	0	1
O=C(COc1ccc2c(c1)CCC2)N1CCc2ccccc21	95	96	100	87	2	112	0	6
CNC(=O)CS(=O)CC(=O)Nc1cc(OC(C)C)c(Cl)cc1Cl (stereo not drawn)	100	101	103	106	-20	100	1	16
COc1ccc(C(=O)NCCSC2CCCCC2)cc1	102	117	110	98	6	114	2	9
O=C(CN1CCCC1)Nc1ccc([N+](=O)[O-])cc1Cl	108	109	102	107	3	104	4	-6
COc1ccc(NC(=O)CCC(=O)c2cccs2)cc1S(=O)(=O)Nc1ccc(Cl)cc1	96	95	91	93	12	96	6	-6
CC(c1ccccc1)n1c(-c2ccc(Cl)cc2)n[nH]c1=S (stereo not drawn)	100	100	103	102	0	87	0	9
O=C(c1cc(F)ccc1F)C1CCCN(C(=O)CCN2CCCCO2)C1 (stereo not drawn)	108	106	101	105	1	99	2	2
CSc1nnc(CCNS(=O)(=O)c2ccc(Br)cc2)n1C	92	98	96	96	7	90	0	3
CNC(=O)CN1C(=O)C2C3C=CC(C3)C2C1=O (stereo not drawn)	103	89	99	104	-5	94	4	25
Cc1ccc(S(=O)(=O)c2nnn(-c3cccc(F)c3)c2N)cc1	116	110	100	111	4	120	0	-10
Cc1cc(NC(=O)Cc2cc(F)cc(F)c2)no1	100	104	104	93	5	101	0	12
CCOc1ccc(NS(=O)(=O)c2ccc(C(=O)NC3CCN(Cc4ccccc4)CC3)cc2)cc1	105	99	97	100	13	101	0	3
CCCCOc1ccc(C2OC34CCCCC3C(C#N)(C#N)C2(C#N)C(=N)O4)cc1 (stereo not drawn)	104	104	102	99	-3	92	5	-1
COCCn1c(=NC(=O)CCS(=O)(=O)c2ccccc2)sc2cc(C(=O)OC)ccc21	85	95	101	94	9	83	0	7
CSCCC(NC(=O)c1ccccc1Br)C(=O)Nc1ccc(C)cc1 (stereo not drawn)	99	101	108	103	-12	99	0	-4
CCN(CC)C(=O)CSCc1cnn(-c2ccccc2)c1-n1cccc1	101	98	100	105	1	105	0	-6
CCN(CC(=O)Nc1c(F)cccc1F)C(=O)c1cccc(S(=O)(=O)N2CCc3ccccc3C2)c1	86	93	87	74	0	94	0	-20
CCOC(=O)c1c(C)[nH]c(C)c1C(=O)COC(=O)/C=C/c1cccc(F)c1	121	309*	124	231*	-18	246*	0	-4
CCOC(=O)CCC(=O)NNC(=O)c1ccc(NC(=O)c2ccccc2)cc1	100	102	97	101	21	93	0	-2
Cc1ccc(OCC(=O)N2CCN(C(=O)c3cccs3)CC2)cc1	88	85	95	86	9	91	0	-16
Cc1nc2ccc(S(=O)(=O)NCC(=O)N3CCc4ccccc4C3)cc2s1	?	?	?	?	-5	?	1	-2
CCCC(=O)Nc1ccc2oc(-c3cncc(Br)c3)nc2c1	102	98	94	91	1	103	0	-1

Rewritten bar-delimited: 13 of the compounds above.
Molecule | AGP1-GFP MLPCN | MEP2-GFP yeast | RPL19A TOR yeast | CIT2-GFP yeast | VLA-4 inh | LAP4 TOR yeast | GRK2 inh | JMJD2C inh
O=C(c1cc(F)ccc1F)C1CCCN(C(=O)CCN2CCCCO2)C1 (stereo not drawn) | 108 | 106 | 101 | 105 | 1 | 99 | 2 | 2
CSc1nnc(CCNS(=O)(=O)c2ccc(Br)cc2)n1C | 92 | 98 | 96 | 96 | 7 | 90 | 0 | 3
CNC(=O)CN1C(=O)C2C3C=CC(C3)C2C1=O (stereo not drawn) | 103 | 89 | 99 | 104 | -5 | 94 | 4 | 25
Cc1ccc(S(=O)(=O)c2nnn(-c3cccc(F)c3)c2N)cc1 | 116 | 110 | 100 | 111 | 4 | 120 | 0 | -10
Cc1cc(NC(=O)Cc2cc(F)cc(F)c2)no1 | 100 | 104 | 104 | 93 | 5 | 101 | 0 | 12
CCOc1ccc(NS(=O)(=O)c2ccc(C(=O)NC3CCN(Cc4ccccc4)CC3)cc2)cc1 | 105 | 99 | 97 | 100 | 13 | 101 | 0 | 3
CCCCOc1ccc(C2OC34CCCCC3C(C#N)(C#N)C2(C#N)C(=N)O4)cc1 (stereo not drawn) | 104 | 104 | 102 | 99 | -3 | 92 | 5 | -1
COCCn1c(=NC(=O)CCS(=O)(=O)c2ccccc2)sc2cc(C(=O)OC)ccc21 | 85 | 95 | 101 | 94 | 9 | 83 | 0 | 7
CSCCC(NC(=O)c1ccccc1Br)C(=O)Nc1ccc(C)cc1 (stereo not drawn) | 99 | 101 | 108 | 103 | -12 | 99 | 0 | -4
CCN(CC)C(=O)CSCc1cnn(-c2ccccc2)c1-n1cccc1 | 101 | 98 | 100 | 105 | 1 | 105 | 0 | -6
CCN(CC(=O)Nc1c(F)cccc1F)C(=O)c1cccc(S(=O)(=O)N2CCc3ccccc3C2)c1 | 86 | 93 | 87 | 74 | 0 | 94 | 0 | -20
CCOC(=O)c1c(C)[nH]c(C)c1C(=O)COC(=O)/C=C/c1cccc(F)c1 | 121 | 309* | 124 | 231* | -18 | 246* | 0 | -4
CCOC(=O)CCC(=O)NNC(=O)c1ccc(NC(=O)c2ccccc2)cc1 | 100 | 102 | 97 | 101 | 21 | 93 | 0 | -2

Further records:
SMILES	AGP1-GFP MLPCN	MEP2-GFP yeast	RPL19A TOR yeast	CIT2-GFP yeast	VLA-4 inh	LAP4 TOR yeast	GRK2 inh	JMJD2C inh
O=C(c1ccc(CSc2ccccc2)cc1)N1CCN(c2ccccc2)CC1	97	96	99	91	3	111	2	-5
Cc1cc(N=Nc2ccc(Cl)cc2)cc(CN2CCCC2)c1O	114	100	98	105	8	114	4	-7
Cn1ccnc1SCC(=O)Nc1cccc(C#N)c1	100	93	89	87	11	97	5	-4
COc1ccc(N=Nc2ccc(CO)cc2)cc1	91	81	91	77	1	110	0	-12
Cc1nn(C)c(C(=O)Sc2ccccc2)c1[N+](=O)[O-]	110	99	101	96	20	129	3	6
O=C(O)c1ccccc1SC1CC(=O)N(c2ccccc2)C1=O (stereo not drawn)	104	103	104	104	15	102	2	2
CNc1nc(SCC(=O)OC)nc(N2CCOCC2)n1	82	96	101	96	0	94	0	24
CCN(c1ccccc1)S(=O)(=O)c1ccc(C(=O)Nc2ccncc2)cc1	106	102	97	93	0	108	0	5
CC(C)(C)c1cc(CNC2CS(=O)(=O)C[C@@H]2O)cc(C(C)(C)C)c1O (stereo partly drawn)	91	96	96	80	17	89	0	2
CCOc1ccc(CN2CCN(c3ncnc4scc(-c5ccccc5)c34)CC2)cc1	94	103	102	94	22	90	0	3
Cc1nn(CC(=O)c2ccccc2)c(=O)c2nn(-c3ccccc3F)c(C)c12	106	106	103	96	17	101	4	5
O=C(CN1C(=O)NC2(CCCCC2)C1=O)Nc1nc2c(F)cc(F)cc2s1	105	100	97	107	-4	103	1	1
CCCS(=O)(=O)c1nc(S(=O)(=O)c2ccc(C)cc2)c(N2CCOCC2)s1	103	108	107	103	-3	102	0	-10
CC(=O)O[C@H]1C[C@@H]2CC[C@@H]3[C@H](CC[C@@]4(C)[C@H]3C[C@H]([N+]3(C)CCCCC3)[C@@H]4OC(C)=O)[C@@]2(C)C[C@@H]1N1CCCCC1	92	92	100	105	6	105	0	2
Cc1oc2cc3oc(=O)c(CCC(=O)N(C)CC(=O)O)c(C)c3cc2c1C	93	112	101	98	11	97	0	2
COc1cccc(NS(=O)(=O)c2ccc3c(c2)n(C)c(=O)c(=O)n3C)c1	104	104	96	98	10	108	3	-1
Cc1cc2cc(C)c3nnc(SCC(=O)NCc4ccc5c(c4)OCO5)n3c2cc1C	103	99	107	101	2	106	2	5
C[C@H](NC(=O)c1nc[nH]c1C(=O)N1CCN(C(=O)OC(C)(C)C)CC1)c1ccccc1	104	97	98	109	6	100	0	-2

Rows are unselected; overall some 1.7% were active at least once.
